BLM inh = inhibitors of human Bloom syndrome helicase BLM. P54132. recombinant BLM DNA unwinding, fluorescence dequenching. Potency, µM (titrated, usually from 56.1 µM), inactives show at the highest dose activity change, negative = inhibition, most hits filed as inhibitors. 350,000 compounds, 0.2% hits;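 note: potency is the fitted concentration of half-maximal effect; plate controls were vehicle for no effect and no enzyme for full effect; nearly all actives have a fitted effect of over 35% in size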
PGK inhibitor = blocks T. brucei phosphoglycerate kinase; P07378; PGK/GAPDH coupled, Kinase-Glo luminescence, 60 min; Potency, µM (doses to about 57.5 µM), without a hit: top-dose activity change, negative = inhibition, usual class: inhibitors; 380,000 compounds, 0.043% hits; note: potency is the fitted concentration of half-maximal effect; % is set by controls: 0 for no effect and ±100 for the full control effect; nearly all actives have a fitted effect of over 60% in size
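Recombinant glycosomal PGK reaction used 1,3-bisphosphoglycerate generated in-well by GAPDH (100nM final) in 100mM TEA pH 7.6, 5mM MgCl2, 0.01% Tween-20. After 60 minutes at room temperature, ATP was read by Kinase-Glo Plus luminescence end-point.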
POLK inh = blocks human DNA polymerase kappa activity; Q9UBT6; purified Pol kappa, fluorescent DNA synthesis assay, 10 min; Potency, µM (top dose mostly 107 µM), for the others: at the top dose activity, negative = inhibition, hits mostly inhibitors; 400,000 compounds, 0.53% hits; AID 588579; note: potency is the fitted concentration of half-maximal effect; % is set by controls: 0 for no effect and ±100 for the full control effect
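Readout: fluorescence, taken kinetically at 0 and 10 min. Conditions: 10 nM Pol kappa, 15 min RT compound preincubation, 50 nM substrate final. Controls: enzyme-free buffer wells.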
Pol iota inh = inhibitors of human DNA polymerase iota; 390,000 compounds, 1% hits; Pol iota fluorescent replication assay, 10 min; Q9UNA4; Potency, µM (series often up to 115 µM), inactives show at the top dose activity, negative = inhibition, usual class: inhibitors; AID 588590; note: potency is the fitted concentration of half-maximal effect
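Fluorescent replication assay read twice, at 0 min and 10 min after adding 50 nM (final) substrate. Enzyme (10 nM) and compounds were first incubated 15 min at room temperature; enzyme-free buffer wells were negative controls.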
Pol beta inh = inhibitors of human DNA polymerase beta | P06746 | Potency, µM (doses to about 114 µM), for the others: at the highest dose activity change, negative = inhibition, most hits filed as inhibitors | 340,000 compounds, 1.3% hits | AID 485314 | Pol beta primer extension/strand displacement, fluorescence kinetic; note: potency is the fitted concentration of half-maximal effect; % is set by controls: 0 for no effect and ±100 for the full control effect
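Kinetic readout of DNA synthesis with strand displacement by Pol beta. Compound and 10 nM enzyme sit 15 min at room temperature; 50 nM substrate starts the reaction, read immediately and at 10 min.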
POLH inh = blocks human DNA polymerase eta activity; recombinant Pol eta, fluorescent DNA replication assay; Potency, µM (doses to about 114 µM), for inactives: at the highest dose activity change, negative = inhibition, most hits filed as inhibitors; 390,000 compounds, 1.2% hits; AID 588591; note: potency is the fitted concentration of half-maximal effect; % is set by controls: 0 for no effect and ±100 for the full control effect
Target sequence (Q9Y253 whole entry, looked up): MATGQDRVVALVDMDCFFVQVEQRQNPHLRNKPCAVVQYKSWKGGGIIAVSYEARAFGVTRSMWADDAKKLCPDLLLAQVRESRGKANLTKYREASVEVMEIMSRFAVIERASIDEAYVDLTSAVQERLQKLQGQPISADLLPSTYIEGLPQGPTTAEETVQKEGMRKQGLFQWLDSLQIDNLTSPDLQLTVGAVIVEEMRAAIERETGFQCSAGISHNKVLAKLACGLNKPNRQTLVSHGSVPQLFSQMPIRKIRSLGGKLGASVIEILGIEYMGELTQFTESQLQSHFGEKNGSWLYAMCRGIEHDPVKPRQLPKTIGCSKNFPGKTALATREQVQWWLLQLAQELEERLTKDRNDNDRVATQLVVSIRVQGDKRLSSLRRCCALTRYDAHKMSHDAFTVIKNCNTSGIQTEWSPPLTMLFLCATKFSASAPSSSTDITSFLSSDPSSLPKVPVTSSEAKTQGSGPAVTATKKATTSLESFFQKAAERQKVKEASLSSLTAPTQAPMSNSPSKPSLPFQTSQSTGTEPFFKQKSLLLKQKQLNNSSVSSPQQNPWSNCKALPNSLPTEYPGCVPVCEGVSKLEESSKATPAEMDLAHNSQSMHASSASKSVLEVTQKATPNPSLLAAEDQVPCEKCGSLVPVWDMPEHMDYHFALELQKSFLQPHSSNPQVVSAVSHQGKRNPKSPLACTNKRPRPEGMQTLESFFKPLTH
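Pol eta at 10 nM preincubated with compounds 15 min at room temperature; reaction started with fluorescent substrate (50 nM final) and read kinetically at 0 and 10 min.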
RXFP1 antagonist = blocks the human relaxin receptor RXFP1; HEK293-RXFP1, relaxin-stimulated cAMP HTRF, 30 min; hits give low values; activity change, negative = inhibition, % at 57.5 µM; 350,000 compounds, 0.59% hits;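 active = activity change of -60% or lower, but not beyond a set lower limit; inconclusive = change between -60% and -40%, or beyond the set limit; inactive = change above -40%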; note: % is set by controls: 0 for no effect and ±100 for the full control effect
Apoferritin bind = binds horse apoferritin like a general anesthetic; P02791; apoferritin/1-aminoanthracene competitive binding, fluorescence; Potency, µM (doses to about 77.5 µM), inactives show at the top dose activity change, negative = displacement, usual class: inhibitors; 350,000 compounds, 0.074% hits; note: potency is the fitted concentration of half-maximal effect; % is set by controls: 0 for no effect and ±100 for the full control effect; nearly all actives have a fitted effect of over 20% in size
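10 uM apoferritin + 50% sat. 1-AMA, PBS; cpd 10 min RT; Ex380/Em535 endpoint; normalized to free probe vs complex; 4-param Hill fit; propofol titration as pos. ctrl.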
APE1 inh = inhibitors of human APE1 endonuclease | P27695 | recombinant APE1, TAMRA/BHQ-2 abasic DNA cleavage fluorescence | Potency, µM (titrated, usually from 65.8 µM), inactives show top-dose activity change, negative = inhibition, actives largely listed as inhibitors | 350,000 compounds, 0.35% hits;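 note: potency is the fitted concentration of half-maximal effect; plate controls were vehicle for no effect and reference inhibitor for full effect; nearly all actives have a fitted effect of over 55% in size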
Target sequence (P27695 whole entry, looked up): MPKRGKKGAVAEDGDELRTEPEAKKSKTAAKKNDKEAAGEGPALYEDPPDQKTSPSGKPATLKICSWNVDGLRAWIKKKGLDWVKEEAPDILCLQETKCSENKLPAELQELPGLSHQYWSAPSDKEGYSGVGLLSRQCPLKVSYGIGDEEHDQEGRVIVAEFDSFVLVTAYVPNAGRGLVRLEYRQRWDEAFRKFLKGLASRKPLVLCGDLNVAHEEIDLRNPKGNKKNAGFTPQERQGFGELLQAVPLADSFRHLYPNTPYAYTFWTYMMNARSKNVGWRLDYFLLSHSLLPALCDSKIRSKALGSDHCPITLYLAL
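Readout is kinetic fluorescence (ex 525, em 598 nm) from cleavage of 50 nM TAMRA/BHQ-2 THF abasic duplex by 0.75 nM APE1, compound added 15 min beforehand at RT.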
The depositor's hits bear a star; i = inactive; ? = inconclusive; . = no result given; & = joins results of further samples; [ ] = another dose, or the depositor's remark. Unless noted, calls come from the whole dose curve; as a rule, active = well fitted curve in the direction sought with a large enough effect; inconclusive = small, poorly fitted or top-dose-only effect, or another doubt; inactive = no such curve, though single readings can be large; an effect the other way counts as inactive or inconclusive. Not all compounds are listed; rates above refer to the full screens.

Results follow in this order: BLM inh, PGK inhibitor, POLK inh, Pol iota inh, Pol beta inh, POLH inh, RXFP1 antagonist, Apoferritin bind, APE1 inh
Cc1ccc(C)c(S(=O)(=O)NCCN2CCOCC2)c1
→ -4%, 6%, -5%, 24%, 43%, -7%, 2, -8%, -5%
Cc1ccc(N(C(=O)c2cccs2)C2C=CS(=O)(=O)C2)cc1 (stereo not drawn)
→ 0%, -5%, 1%, ., 3%, 9%, ., -2%, -3%
Cc1cccc(N2CCN(CCNC(=O)Nc3ccc(Cl)cc3)CC2)c1C
→ 0%, 4%, -4%, 2%, -11%, 11%, -5, -14%, .
CCOC(=O)c1c(C)[nH]c(C)c1S(=O)(=O)N(C)CC(=O)N1CCN(c2cccc(Cl)c2)CC1
→ 0%, 5%, -16%[60.1 µM], ?, -1%, -15%, 0, 0%, .
CC(C)COP(=O)(CNC(=O)CN1C(=O)c2ccccc2S1(=O)=O)OCC(C)C
→ 4%, -7%, 1%, 13%, 1%, -21%, -18, -7%, 21%
CC1=NN(c2ccc(N)cc2)C(=O)C1
→ -24%, -14%, ?, ?, -1%, ?, -3, -22%, ?
CCOC(=O)C1=C(C)Nc2ccccc2N=C1NC(=O)Cc1ccc(Br)cc1
→ -2%, 7%, -15%, 6%, ?, -8%, 0, -13%, 1%
Cc1nnc(NC(=O)CSc2nnc(Cc3ccccc3)n2-c2ccccc2)s1
→ 0%, -14%, -3%, 1%, 22%, 1%, -19, -5%, 2%
Cc1cccc[n+]1CC(=O)/C=C1\N(C)c2ccccc2C1(C)C
→ 5%, -1%, -7%, 18%, 5%, -29%, 14, -2%, 2%
CCn1nc(C)c2c(-c3ccccc3)cc(=O)n(C(C)C(=O)NCCc3ccc(Cl)cc3)c21 (stereo not drawn)
→ -4%, i, 0%, 10%, -1%, -16%, -28, 3%, .
Cc1cccc(NC(=O)c2cc(NC(=O)c3ccco3)ccc2Cl)n1
→ -2%, i, -2%, -7%, -2%, -12%, -6, -10%, 1%
O=C(CCCNC(=O)c1ccc(Cl)cc1)NCc1ccccc1F
→ -1%, -8%, -10%, 52%[activator], 30%, -16%, 20, -10%, 24%
Cc1ccc(S(=O)(=O)Nc2cccnc2Oc2ccc(Cl)cc2)cc1
→ -10%, -8%, -12%, 14%, ?, -11%, ., -5%, 6%
COc1ccc(CNc2nc(-c3ccc(Cl)cc3)nn2C(=O)c2ccccc2)cc1
→ -7%, -4%, -11%, -2%, 28%, -13%, ., -6%, .
CC12CN3CCN(CC(C3)C1(O)CN1CCOCC1)C2 (stereo not drawn)
→ -2%, -6%, -8%, 0%, -10%, -9%, 2, -7%, -5%
CCCCN(CC)CCNC(=O)c1cn(C)c(=O)c2c1c1ccccc1n2C
→ 5%&4%, -5%, 5%&2%, 31%&45%[activator], -3%&12%, -6%&-20%, -7, -6%&-8%, -11%
CC(C)NC(=S)NC(=O)/C=C/c1ccc(F)cc1
→ 0%, -4%, 0%, 4%, 8%, -18%, 1, -6%, ?
N#CCC(=O)Nc1ccc(C(=O)OCC(=O)Nc2sc3c(c2C#N)CCCC3)cc1
→ ., 2%, -26%, -20%, ., ?, -7, ., -24%
CCc1ccc(-c2nc(CS(=O)CC(=O)O)c(C)o2)cc1 (stereo not drawn)
→ -4%, 3%, -3%, -13%, 12%, 29%, -8, -4%, ?
COCCn1c(SCC(=O)Nc2cc(Cl)ccc2OC)nc2c(c1=O)SC(C)C2 (stereo not drawn)
→ 1%, -1%, -12%, -12%, 0%, -15%, -19, -12%, -1%
COc1cc(Br)c(C2C(C#N)=C(N)Oc3n[nH]c(-c4cccnc4)c32)cc1OC (stereo not drawn)
→ 0%, -5%, -12%, 113%[activator], -1%, ?, -3, -2%, -2%
CN(C)/C(CN1CCN(C=O)CC1)=C1\N=C(c2ccccc2)OC1=O
→ -1%, 1%, 10%, 23%, 48%, -8%, 9, ?, 4%
COc1ccc(CCC(=O)Nc2c(C)n(C)n(-c3ccccc3)c2=O)cc1
→ -9%, -4%, -10%, ?, 21%, 7%, 5, -3%, 5%
O=C1CNC(=S)N1CCCn1ccnc1
→ -7%, -4%, 9%, 50%[activator], -20%, -7%, -6, -8%, -7%
O=c1[nH]c(C2CCN(S(=O)(=O)c3ccc4c(c3)OCCO4)CC2)nc2c1nnn2Cc1ccc(F)cc1
→ -5%, i, 0%, 20%, -31%, -10%, -14, -14%, -2%
Cc1ccc(Cl)cc1N1CCN(C(=O)c2ccc3c(c2)CCN3S(=O)(=O)c2ccccc2)CC1
→ -4%, -9%, -4%, 18%, -2%, -18%, -2, 24%, .
COCc1c(C(=O)OC/C(O)=C(\C#N)c2nc3ccccc3[nH]2)oc2ccccc12
→ -7%, -8%, -7%, 42%[activator], -1%, -22%, -9, -9%, 0%
CCCCSc1nc(C(=O)O)cc(=O)[nH]1
→ -3%, 9%, 1%, 4%, 1%, 2%, -7, 3%, 1%
CCN(CC)CCCN1C=C2C(=O)C(C)(OC(=O)CCc3ccccc3)C(=O)C=C2C=C1c1ccc(C#N)cc1 (stereo not drawn)
→ -7%[12.4 µM], i, -16%, 21%, 11%, -2%, ., 6%, -3%[12.4 µM]
CCOC(=O)N1CCN(CC(O)COc2cc(C)cc(C)c2)CC1 (stereo not drawn)
→ -1%, 7%, -12%, -2%, 2%, 9%, 4, -1%, -1%
O=C(COC(=O)c1ccccc1SCC(=O)N1CCCC1)NC1CCS(=O)(=O)C1 (stereo not drawn)
→ ., 0%, -7%, 11%, ., -8%, -1, ., 10%
NC(=O)N/N=C/c1ccc(Oc2ccc(F)cc2)cc1
→ 2%, ., 15%[60.1 µM], ., ., ., ., -9%, -4%
Cc1cc(C)cc(NC(=O)Cn2nnc3ccccc3c2=O)c1
→ -5%, 3%, -21%, 8%, 1%, 10%, -2, -15%, -5%
CCN(CC)S(=O)(=O)c1cc(C(=O)Nc2cccnc2Cl)ccc1Cl
→ -5%, 3%, -22%, 90%[activator], -17%, 6%, -6, -16%, 1%
CC(C)c1nnc(NC(=O)CCCC(=O)O)s1
→ -2%, -8%, 8%, 1%, 3%, 0%, -10, -4%, 3%
CC1(C)Cc2c(sc3nc(C4CC4)n(N)c(=O)c23)CO1
→ -3%, -8%, 4%, -2%, 26%, -10%, -2, -1%, 0%
COC(=O)c1ccccc1-c1ccc(/C=N/NC(=O)c2cc3ccccc3o2)o1
→ -6%, -6%, -6%, -14%, ?, -13%, -9, 127%[activator], -6%
CC(C)(C)OC(=O)N1CCC(c2nnc(SCc3cccc(Cl)c3)o2)CC1
→ -5%, -4%, -1%, -4%, 0%, -20%, ., 65%[activator], .
O=C(O)C1=NN(c2ccccc2)C(=O)C1
→ -1%, -6%, -22%, ?, ?, -7%, 1, 0%, -5%
CCn1ncc(Br)c1C(=O)Nc1ccc(Cl)cn1
→ 0%, ., 8%, 28%, 7%, 6%, -15, -5%, -1%
Cc1cc(C(=O)N2CCCC(N3CCN(c4ccccc4C)CC3)C2)nc(C)n1 (stereo not drawn)
→ -1%, -8%, -6%, 16%, 12%, -15%, -6, -8%, 15%
CCN1CCN(S(=O)(=O)c2ccc(S(=O)(=O)N(CC)Cc3ccccc3)cc2)CC1
→ -1%, ., 1%, 12%, -3%, 7%, 2, -5%, -3%
CC(C)NC(=O)c1ccc(COc2cc(Cl)ccc2Cl)o1
→ -2%, -5%, 2%, 9%, -1%, -17%, -19, 7%, 1%
CNC(=O)c1cc(C(=O)c2ccc(C(F)(F)F)cc2)c[nH]1
→ -3%, -4%, 0%, 27%, 11%, -26%, 9, 12%, 1%
N=c1c(S(=O)(=O)c2ccc(Cl)cc2)cc2c(=O)n3ccccc3nc2n1Cc1cccnc1
→ 0%, -2%, -4%, 19%, 1%, -7%, -1, -5%, 8%
Cc1ccc(-n2c(C)cc(/C=C3/SC(=O)N(CC(=O)N4CCOCC4)C3=O)c2C)nc1
→ -9%, -3%, 1%, 12%, -23%, -20%, -1, 2%, -1%
COC(=O)Nc1ccc2c(c1)N(C(=O)CCCl)c1ccccc1S2
→ -9%, 3%, -3%, 2%, 6%, -28%, -22, -11%, -18%
CCSc1nnc(NC(=O)CN2C(=O)C3CC=CCC3C2=O)s1 (stereo not drawn)
→ 0%, 1%, 1%, -19%, 8%, -4%, -7, -7%, -4%
CCCCN(CC)CCCNC(=S)Nc1ccc2nc3n(c(=O)c2c1)CCCCC3
→ -6%, 0%, -14%, 119%[activator], -11%, -2%, -6, -12%, 2%
Cc1ccc2oc(=O)c3cc(C(=O)NCCN4CCN(C)CC4)sc3c2c1
→ 79%[activator], 6%, -13%, -4%, 61%, ?, -15, -11%, 5%
COc1ccc(C(=O)Nc2cc3c(cc2N2CCCCC2)n(C)c(=O)n3C)cc1OC
→ -7%, -3%, -18%, 74%[activator], 0%, -15%, -14, 4%, -6%
COc1ccc(NC(=O)CSc2nc(C)cs2)c([N+](=O)[O-])c1
→ ., -3%, 7%, 16%, ., ?, 4, ., 17%
Cc1ccc(S(=O)(=O)N2CCOCC2)cc1NC(=O)CSc1nnc(NC2CC2)s1
→ ., i, -11%, -1%, ., -1%, -2, ., 39%
CC(C)[C@H](NC(=O)c1cc2cc(Cl)ccc2n1C)C(=O)N1CCC(C(=O)O)CC1
→ 1%, -11%, 4%, 29%, 60%, -7%, -2, 1%, 1%
CC[C@]12c3[nH]c4ccc(Cl)cc4c3CCN1C(=O)[C@@H](CC(=O)NCCN1CCOCC1)C[C@@H]2C(=O)N1CCN(C(=O)C2CC2)CC1
→ ., -11%, 16%, 6%, ., -14%, ., ., 35%
CNC1C(O)C(O[C@H]2C(O)[C@@H](OC3OC(CN)=CCC3N)[C@H](N)C[C@@H]2N)OC[C@]1(C)O (stereo partly drawn)
→ -5%, ., -4%[60.1 µM], ., ., ., ., 3%, 0%
CCn1c(CN2CCC(C)CC2)nc2cc(NC(=O)c3ccc([N+](=O)[O-])cc3)ccc21
→ -4%, i, -4%, 2%, 3%, -7%, -2, -6%, .

Bioassay records from PubChem BioAssay.
